# AMPAR-TARP mod: modulates AMPAR-stargazin complexes; O88602+P19491; HEK293 GluA2+stargazin, membrane potential dye (FDSS), glutamate EC50; hits were called plate by plate, in both directions; calls only at 30 µM; 40,000 tested, 3.5% active; AID 1259245;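 active = any of four per-well response measures lying three or more SD from its plate-wide compound average, in either direction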
# Target sequence (O88602 whole entry, looked up): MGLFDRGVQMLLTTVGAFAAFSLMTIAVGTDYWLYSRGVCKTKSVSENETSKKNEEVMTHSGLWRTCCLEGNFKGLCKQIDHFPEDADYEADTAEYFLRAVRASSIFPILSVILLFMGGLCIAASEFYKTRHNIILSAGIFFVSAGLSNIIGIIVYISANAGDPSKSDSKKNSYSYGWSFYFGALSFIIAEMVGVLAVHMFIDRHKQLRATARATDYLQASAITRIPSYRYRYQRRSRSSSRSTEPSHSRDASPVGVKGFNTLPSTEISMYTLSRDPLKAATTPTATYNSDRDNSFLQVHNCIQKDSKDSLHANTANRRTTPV
# Target sequence (P19491 whole entry, looked up): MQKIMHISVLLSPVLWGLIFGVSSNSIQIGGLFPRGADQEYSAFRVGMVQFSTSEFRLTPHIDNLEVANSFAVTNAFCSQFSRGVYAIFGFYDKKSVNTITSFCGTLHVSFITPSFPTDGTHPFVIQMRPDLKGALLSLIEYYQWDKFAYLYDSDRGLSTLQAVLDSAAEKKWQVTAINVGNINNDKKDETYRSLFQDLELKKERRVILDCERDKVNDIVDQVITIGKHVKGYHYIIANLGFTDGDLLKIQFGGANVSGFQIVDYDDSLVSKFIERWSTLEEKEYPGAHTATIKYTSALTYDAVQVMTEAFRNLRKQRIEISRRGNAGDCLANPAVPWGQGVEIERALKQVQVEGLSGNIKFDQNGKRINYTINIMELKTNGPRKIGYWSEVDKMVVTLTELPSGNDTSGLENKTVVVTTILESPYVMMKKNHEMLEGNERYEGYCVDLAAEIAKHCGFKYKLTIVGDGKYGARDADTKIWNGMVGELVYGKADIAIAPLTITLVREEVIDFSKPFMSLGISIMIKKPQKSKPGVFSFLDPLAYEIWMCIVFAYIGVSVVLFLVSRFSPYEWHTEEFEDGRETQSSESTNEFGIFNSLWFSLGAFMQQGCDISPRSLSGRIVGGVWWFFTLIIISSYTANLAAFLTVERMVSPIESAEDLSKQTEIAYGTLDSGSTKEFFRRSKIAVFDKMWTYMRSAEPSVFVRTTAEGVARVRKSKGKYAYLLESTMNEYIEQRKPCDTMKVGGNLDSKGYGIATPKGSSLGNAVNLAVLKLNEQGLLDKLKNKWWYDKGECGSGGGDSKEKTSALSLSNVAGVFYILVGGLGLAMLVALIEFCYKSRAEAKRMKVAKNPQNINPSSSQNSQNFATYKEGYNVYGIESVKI
# AMPAR-TARP mod agonism max-min: second read-out of AMPAR-TARP mod, no call of its own (marks repeat the call); compound max-min signal; compound-alone response (agonism);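 unitless range of fluorescence divided by baseline over first 100 seconds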
# AMPAR-TARP mod glutamate slope: further read-out of AMPAR-TARP mod, marked with its call; glutamate slope, % of max; measured here: glutamate response slope, % max;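 scaled per plate between vehicle wells and maximal 1 mM glutamate control wells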
# An asterisk follows results filed as active; i = inactive; + = active, no number; & = joins results of further samples.
AMPAR-TARP mod	AMPAR-TARP mod agonism max-min	AMPAR-TARP mod glutamate slope	mol
i	0.13	48	COC(=O)c1ccc(NC(=O)Cn2nc(S(=O)(=O)c3ccccc3)ccc2=O)cc1
i	0.035	36	CS(=O)(=O)N1CCC2(CC1)OCCO2
i	0.09	55	O=S(=O)(NCC1CCN(C2CCCC2)CC1)c1cc(Cl)ccc1Cl
i	0.15	74	Cn1c(-c2ccccn2)nn(CCNC(=O)c2ccccc2C(F)(F)F)c1=O
+	0.15*	54*	Cc1cc([N+](=O)[O-])ccc1NC(=O)c1ccc(=O)n(Cc2cccc([N+](=O)[O-])c2)c1
i	0.096	66	C=C1C2(C(=O)Nc3ccc(C(=O)OCC)cc3)CCC(C2)C1(C)C (configuration not stated)
i	0.091	47	CCOc1ccc(N2C(=S)NC3CC2(C)Oc2ccc(OC)cc23)cc1 (configuration not stated)
i	0.12	62	O=C(CN1C(=O)c2ccccc2S1(=O)=O)Nc1nc2ccc([N+](=O)[O-])cc2s1
i	0.074	69	O=C(NCCc1ccccc1)C(=O)NCc1cccs1
i	0.046	44	CCOC(=O)c1c(SC(CC)C(=O)OC)nc(=O)[nH]c1C (configuration not stated)
i	0.16	72	COc1ccc(CNC(=O)N(c2ccccc2)c2ccccc2)c(OC)c1
i	0.047	30	Cc1nnsc1C(=O)N1CCC(CNC(=O)NCc2cccs2)CC1
i	0.044	58	COc1ccccc1OCC(O)Cn1cnc2ccccc21 (configuration not stated)
i	0.16	47	CCOC(=O)c1ccc2nc(NC(=O)c3ccno3)sc2c1
i	0.086	64	CCS(=O)(=O)NCC1CCN(C(C)C)CC1
i	0.085	56	COc1ccccc1CC(=O)Nc1cccc(-c2ccc3nnc(-c4cccs4)n3n2)c1
i	0.12	53	COC(=O)c1sc2ccccc2c1S(=O)(=O)N1CCN(c2cccc(C)c2)C(C)C1 (configuration not stated)
i	0.037	54	COc1cc(-c2ccc(SCC(=O)NC3CCCC3)nn2)cc(OC)c1OC
i	0.08	46	O=C(Cc1cccc2ccccc12)NCCOc1ccc2c(c1)OCO2
i	0.043	56	CCCOc1ccc(N2CCN(C(=O)/C=C/c3ccccc3)CC2)nn1

# Reprinted from the entries so far, 2 compounds:
AMPAR-TARP mod	AMPAR-TARP mod agonism max-min	AMPAR-TARP mod glutamate slope	mol
i	0.16	72	COc1ccc(CNC(=O)N(c2ccccc2)c2ccccc2)c(OC)c1
i	0.047	30	Cc1nnsc1C(=O)N1CCC(CNC(=O)NCc2cccs2)CC1

# (cont.)
AMPAR-TARP mod	AMPAR-TARP mod agonism max-min	AMPAR-TARP mod glutamate slope	mol
i	0.081	55	COc1ccc(CCC(=O)N2CCN(c3ccc(-c4ccccc4)nn3)CC2)cc1
i	0.025	38	CCSc1nn(CC(=O)Nc2ccc3c(c2)OCO3)c(N)c1S(=O)(=O)c1ccccc1
i	0.1	59	CSc1ncccc1C(=O)N1CCC(CNC(=O)C(=O)Nc2ccc3c(c2)OCCO3)CC1
i	0.12	52	CCCCNC(=O)c1nnn(-c2ccc(C)cc2)c1C
i	0.11	53	O=C(Nc1ccc(N2CCCC2=O)cc1)c1ccc(C(F)(F)F)cc1
i	0.027	25	O=C(NCC1CCN(C(=O)c2cc3ccccc3o2)CC1)c1c(F)cccc1F
i	0.072	16	COc1ccc(-c2ccc(=O)n(CCCC(=O)NC(C)C)n2)cc1
i	0.13	51	COc1ccc(OC)c(-c2cc(C(=O)N3CC(c4nc(-c5ncccn5)no4)C3)n(C)n2)c1
i	0.12	55	O=C(CSc1ccc(F)cc1)Nc1ccc2c(c1)N(C(=O)c1ccco1)CC2
i	0.097	64	O=C(NCCCc1ccccc1)C(=O)c1cn(CC(=O)N2CCOCC2)c2ccccc12
i	0.11	61	COCCNC(=O)C(=O)NCC1CCN(C(=O)Oc2ccccc2)CC1
i	0.12	55	O=C(Cn1nc(-c2ccc3c(c2)OCO3)ccc1=O)Nc1nc2ccccc2[nH]1
i	0.095	49	CCc1ccc(Oc2cc(N3CCC(C(=O)NCc4ccc(OC)c(OC)c4)CC3)ncn2)cc1
i	0.04	56	Cc1cc(C)c(S(=O)(=O)NCCC(C)C)c(C)c1N(C)S(C)(=O)=O
i	0.049	43	Cc1cc(NC(=O)C2CC(=O)N(c3ccccc3)C2)n(C2CCS(=O)(=O)C2)n1 (configuration not stated)
i	0.056	46	COC(=O)c1ccc(S(=O)(=O)N2CCNCC2)cc1
i	0.14	60	O=C(c1ccc(=O)oc1)N1CCC(Cn2cnc3ccccc32)CC1
i	0.053	25	CCn1nnc2c(=O)n(CC(=O)Nc3ccc(F)c(Cl)c3)cnc21
i	0.044	37	COc1cccc(C(=O)Nc2cc(-c3ccc(OC)nn3)ccc2C)c1
i	0.056	45	CNC(=O)C1Cc2ccccc2N1C(=O)Nc1c(F)cccc1F (configuration not stated)

# Shown as tab-separated lines: entries from further up.
Compound	AMPAR-TARP mod	AMPAR-TARP mod agonism max-min	AMPAR-TARP mod glutamate slope
CNC(=O)C1Cc2ccccc2N1C(=O)Nc1c(F)cccc1F (configuration not stated)	i	0.056	45
O=C(c1ccc(=O)oc1)N1CCC(Cn2cnc3ccccc32)CC1	i	0.14	60
O=C(Cn1nc(-c2ccc3c(c2)OCO3)ccc1=O)Nc1nc2ccccc2[nH]1	i	0.12	55
CCn1nnc2c(=O)n(CC(=O)Nc3ccc(F)c(Cl)c3)cnc21	i	0.053	25
Cc1cc(C)c(S(=O)(=O)NCCC(C)C)c(C)c1N(C)S(C)(=O)=O	i	0.04	56
CCc1ccc(Oc2cc(N3CCC(C(=O)NCc4ccc(OC)c(OC)c4)CC3)ncn2)cc1	i	0.095	49
Cc1cc(NC(=O)C2CC(=O)N(c3ccccc3)C2)n(C2CCS(=O)(=O)C2)n1 (configuration not stated)	i	0.049	43

# Carrying on.
AMPAR-TARP mod	AMPAR-TARP mod agonism max-min	AMPAR-TARP mod glutamate slope	mol
i	0.1	65	CCCn1c(=O)c2c(nc(-n3nc(C)c(C)c3C)n2CCOC)n(C)c1=O
i	0.087	43	COC(=O)Cn1c(=NC(=O)c2cc(C)no2)sc2cc(OC)ccc21
i	0.1	64	CCOc1cc(C(=O)N2c3ccccc3CC2C(N)=O)cc(OCC)c1OCC (configuration not stated)
i	0.058	61	COc1ccccc1N1CCN(CCN2C(=O)c3ccccc3C2=O)CC1
i	0.095	47	COc1ccc(-c2ccc(=O)n(CCCNC(=O)Nc3ccc4c(c3)OCO4)n2)cc1
i	0.07	27	Cc1ccc(N2CCn3c2nc2c3c(=O)n(CCN3CCOCC3)c(=O)n2C)c(C)c1
i	0.092	61	Cc1cc(C(=O)N2CCOCC2)nn1CC(=O)N1CCN(c2ccc(F)cc2)CC1
i	0.1	64	Cn1cccc1C(O)CNC(=O)c1c(F)cccc1Cl (configuration not stated)
i	0.055	57	CCc1ccc(S(=O)(=O)Nc2ccc(N3CCCC3=O)c(OC)c2)s1
i	0.079	49	O=C(CC1Sc2ccc(C(F)(F)F)cc2NC1=O)NCc1ccc2c(c1)OCO2 (configuration not stated)
i	0.088	64	COCCNC(=O)Cn1nc2c(c1NC(=O)/C=C\c1ccccc1)CSC2
i	0.099	69	O=C(CCc1ccccc1)N1CCc2cc(S(=O)(=O)NC3CCCC3)ccc21
i	0.092	44	O=C(CS(=O)(=O)c1ccc(Cl)s1)NCc1ccco1
i	0.081	51	O=C(Nc1cc(C(F)(F)F)ccc1Cl)c1ccc(=O)n(Cc2cccc(F)c2)n1
i	0.061	41	COc1ccc(C(=O)NCCn2ncc3c(N4CCCCCC4)ncnc32)cc1OC
i	0.063	59	COc1ccc(CCC(=O)NCC(c2cccn2C)N2CCc3ccccc3C2)cc1 (configuration not stated)
i	0.12	62	CC(=O)Nc1ccc(C(=O)N2CCC(Cn3cccn3)CC2)cc1
i	0.078	61	Cc1ccc(S(=O)(=O)N2CCCC2C(=O)Nc2ccc([N+](=O)[O-])cc2)cc1 (configuration not stated)
i	0.054	72	COc1ccc(S(=O)(=O)c2c(C)cc(C)n(CC(=O)Nc3cc(Cl)ccc3OC)c2=O)cc1
i	0.11	59	COc1ccc(NC(=O)CCSc2nnnn2-c2cccc(C)c2)cc1

# Of the compounds above, these have an NH in an aromatic ring.
AMPAR-TARP mod	AMPAR-TARP mod agonism max-min	AMPAR-TARP mod glutamate slope	mol
i	0.046	44	CCOC(=O)c1c(SC(CC)C(=O)OC)nc(=O)[nH]c1C (configuration not stated)
i	0.12	55	O=C(Cn1nc(-c2ccc3c(c2)OCO3)ccc1=O)Nc1nc2ccccc2[nH]1

# Following part.
AMPAR-TARP mod	AMPAR-TARP mod agonism max-min	AMPAR-TARP mod glutamate slope	mol
i	0.064	15	COc1ccc(OC)c(NC(=O)c2cc(-c3cccs3)nc3ccccc23)c1
i	0.068	1	CCN1C(=O)Cc2cc(N)ccc21
i	0.046	54	Cc1cccc(C)c1NC(=O)CSc1nnc(CCn2ccc(=O)[nH]c2=O)o1
i	0.11	64	CCSc1ccc(CC(=O)Nc2cc([N+](=O)[O-])ccc2OC)cc1
i	0.15	48	COc1ccc(Cl)cc1NC(=O)NCCCn1nc(-c2ccc(F)cc2)ccc1=O
i	0.056	37	Cn1nnc2c(N3CCN(C(=O)C4CCCO4)CC3)ncnc21 (configuration not stated)
i	0.022	28	CCOc1ccc(-c2ccc(=O)n(CCCC(=O)Nc3cc(Cl)ccc3OC)n2)cc1
i	0.068	44	O=C(/C=C/c1ccco1)N1CCC(CNS(=O)(=O)c2ccc3c(c2)OCCO3)CC1
i	0.11	77	O=C(NCC(c1cccc2ccccc12)N1CCOCC1)C(=O)Nc1ccc(F)c(Cl)c1 (configuration not stated)
i	0.074	28	COc1ccc(Cl)cc1C(=O)Nc1ccc(CC(N)=O)cc1
i	0.14	42	COc1ccc2c(=O)c(Oc3ccc(C(=O)Nc4cccnc4)cc3)c(C)oc2c1
i	0.082	70	Cc1ccc(/C=C/S(=O)(=O)NCCCn2nc(-c3ccc(Cl)cc3)ccc2=O)cc1
i	0.093	37	COc1ccc(NS(=O)(=O)c2ccccc2[N+](=O)[O-])cc1N1CCCC1=O
i	0.055	46	O=C(Cc1csc(NC(=O)C2CCC(=O)N2)n1)NCc1ccc2c(c1)OCO2 (configuration not stated)
i	0.15	50	COc1ccccc1-c1cnn2c(N3CCN(CCO)CC3)cc(C)nc12
i	0.15	52	CCN1C(=O)SC(Nc2ccc(C)c(Cl)c2)C1=O (configuration not stated)
i	0.068	43	O=C(c1cc2ccccc2o1)N1CCC(CNS(=O)(=O)Cc2ccccc2Cl)CC1
i	0.056	64	C=CCNC(=O)C(=O)NCCC1CCCCN1S(=O)(=O)c1cc(C)ccc1C (configuration not stated)
i	0.12	58	O=C(NCC1CCN(c2ccccn2)CC1)C(=O)Nc1ccc2c(c1)OCCO2
i	0.088	77	O=c1[nH]c2ccccc2c(=O)n1CCS
i	0.053	57	COc1ccc(CNC(=O)C(=O)NCC2CCN(Cc3cccs3)CC2)cc1
i	0.17	50	COc1coc(C(=O)Nc2nc(CC(N)=O)cs2)cc1=O
i	0.044	67	COc1cn(-c2ccc(F)cc2)nc1C(=O)NCCC1=CCCCC1
i	0.11	61	COc1cc(C(=O)Nc2ccc(C)c(N3CCCCC3=O)c2)cc(OC)c1OC
i	0.19	59	Cc1c(Cl)cccc1S(=O)(=O)NCC(O)c1ccsc1 (configuration not stated)
i	0.086	49	Cc1nc(Nc2ccc(NC(=O)c3c(F)cccc3Cl)cc2)cc(-n2ccnc2)n1
i	0.11	56	COc1ccccc1N1CCN(C(=O)c2snc(C(=O)NC(C)C)c2N)CC1
i	0.081	59	O=C(Nc1ccc2c(c1)N(C(=O)C1CCCO1)CC2)C1CCCC1 (configuration not stated)
+	0.046*	27*	Cc1ccc(C(=O)N2CCCc3ccccc32)cc1S(=O)(=O)N1CCOCC1
i	0.039	44	COc1ccc(-c2ccc(=O)n(CC(=O)NC3CCCC3)n2)cc1
i	0.13&0.071	57&122	COC(=O)c1cccc(NC(=O)c2sccc2N(C)S(=O)(=O)c2ccccc2)c1
i	0.1	63	COc1ccc(S(=O)(=O)CC(=O)N(Cc2ccco2)c2nc3c(C)cc(Cl)cc3s2)cc1
i	0.054	29	COc1ccc(/C(N)=N/OC(=O)c2cc(Cl)ccc2Cl)cc1
i	0.1	59	O=C(Cc1cccc2ccccc12)Nc1nonc1-c1ccccc1
i	0.13	69	CCOC(=O)C(=O)N1CCN(c2ncnc3c2nnn3-c2ccc(OC)cc2)CC1
i	0.12	44	O=C(C1CCCCC1)N1CCN(c2ccc(-c3ccncc3)nn2)CC1
i	0.13	60	COc1ccc(-n2nc3c(c2NC(=O)C(=O)NCCOCCO)CS(=O)(=O)C3)cc1
i	0.073	74	CN1CCN(C(=O)CCCCCn2c(=S)[nH]c3ccccc3c2=O)CC1
i	0.084	68	COCCN1CCC(CNC(=O)C(=O)NC2CCCC2)CC1
i	0.1	73	CC(=O)Nc1ccc(S(=O)(=O)N2CCC(C(=O)O)CC2)cc1
i	0.073	60	Cn1cccc1C(CNC(=O)Cc1ccc(F)cc1)N1CCc2ccccc2C1 (configuration not stated)
i	0.046	61	Cn1cccc1C(CNC(=O)C(=O)Nc1cc(F)ccc1F)N1CCCCCC1 (configuration not stated)
i	0.14	62	Cc1cc(C)cc(C(=O)N2CCN(c3nc(C)cc(N4CCCCC4)n3)CC2)c1
i	0.055	59	COCCNC(=O)C(=O)Nc1ccc2c(c1)N(S(C)(=O)=O)CCC2
i	0.077	-7	COc1ccc(NC(=O)COc2cccc(C)c2)cc1N1CCCC1=O
i	0.12	65	COc1ccc(-c2noc(Cn3ccn4nc(-c5cccs5)cc4c3=O)n2)cc1OC
i	0.066	62	O=S(=O)(NCC1CCN(Cc2ccccc2)CC1)c1cccs1
i	0.13	59	COc1ccc(C(=O)Nc2nc3c(s2)CC(C)CC3)c(OC)c1 (configuration not stated)
i	0.055	52	COc1ccc(-c2ccc(=O)n(CC(=O)NCc3ccccc3)n2)cc1OC
i	0.056	52	Cc1cccc(S(=O)(=O)NCCCN2CCN(c3ccccc3)CC2)c1
i	0.22	55	CCOCCn1c(=NC(=O)c2cc(C)no2)sc2c(OC)ccc(OC)c21
i	0.1	65	COc1ccc2nc(N(Cc3ccncc3)C(=O)Cc3ccccc3)sc2c1

# Screening data as filed in PubChem BioAssay.

# A portion of the library, so the mix of outcomes need not match the whole.
